Assay outcomes from PubChem.
GLP-1R agonist – qHTS of GLP-1 Receptor Agonists; Glucagon-like peptide 1 receptor (Homo sapiens), P43220; HEK293 GLP-1R CRE-luciferase, luminescence, 4-6 h; cells express a hypersensitive GLP-1R form; Potency, µM (series often up to 45.6 µM), for the others: top-dose activation, usual class: activators; actives 0.007% (n = 380,000); note: % of control where 0% means no effect
Target sequence (P43220 whole entry, looked up): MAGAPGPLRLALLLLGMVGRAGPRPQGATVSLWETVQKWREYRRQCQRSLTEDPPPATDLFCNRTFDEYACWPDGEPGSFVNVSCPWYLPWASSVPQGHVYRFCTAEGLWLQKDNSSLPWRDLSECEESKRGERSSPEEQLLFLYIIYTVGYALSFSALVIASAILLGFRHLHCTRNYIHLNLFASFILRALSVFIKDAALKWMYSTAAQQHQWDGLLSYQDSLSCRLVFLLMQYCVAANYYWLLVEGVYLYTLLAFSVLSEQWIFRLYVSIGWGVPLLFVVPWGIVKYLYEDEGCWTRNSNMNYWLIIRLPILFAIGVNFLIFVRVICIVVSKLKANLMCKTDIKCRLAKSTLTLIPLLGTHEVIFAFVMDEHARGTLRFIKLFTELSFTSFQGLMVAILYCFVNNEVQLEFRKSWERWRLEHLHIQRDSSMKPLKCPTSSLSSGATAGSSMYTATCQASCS
KB-V1 cytotox – qHTS assay for MDR1-selective chemotherapeutics: Primary screen using the drug-selected MDR subline cells KB-V1. KB-V1 MDR cells viability, CellTiter-Glo, 72 h. actives 3.4% (n = 400,000). Potency, µM (series often up to 46.1 µM), inactives show at the highest dose activity change, negative = cytotoxicity, usual class: cytotoxic; note: % is set by controls: 0 for no effect and ±100 for the full control effect; nearly all actives have a fitted effect of over 60% in size
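Cells of the MDR subline KB-V1 are plated, dosed with compound at multiple concentrations, and incubated 72 h at 37 degrees C; CellTiter-Glo is then added and luminescence read after 10 min.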
SW480 rereplic – A quantitative high throughput screen for small molecules that induce DNA re-replication in SW480 colon adenocarcinoma cells | Potency, µM (highest dose often 46.1 µM), for the others: top-dose re-replication activation, actives largely listed as activators | AID 624297, 2012 | SW480 DNA re-replication, Hoechst DNA content imaging, 48 h | actives 1.8% (n = 340,000); note: % of control where 0% means no effect; nearly all actives have a fitted effect of over 55% in size
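DNA re-replication was detected as more nuclei of elevated Hoechst intensity after 48 hr exposure to compound (23 nL pinned per well of 250 cells).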
HT1080NT lethal – qHTS for induction of synthetic lethality in tumor cells producing 2HG: qHTS for the HT-1080-NT fibrosarcoma cell line; AID 686970, 2013; Potency, µM (titrated, usually from 46.1 µM), for inactives: at the highest dose activity, negative = less viability, most hits filed as cytotoxic; HT-1080-NT fibrosarcoma viability, CellTiter-Glo ATP luminescence, 48 h; actives 1.6% (n = 360,000);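 note: NT is the 2HG producing partner of a matched IDH1 knockdown line; 0% = DMSO-treated cells and -100% = media-only wells without cells; nearly all actives have a fitted effect of over 55% in size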
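Fibrosarcoma NT cells, 750 per well in 5% FBS RPMI, were exposed to compound for 48 hours. Viability: CellTiter-Glo luminescence.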
KB-3-1 cytotox – qHTS assay for MDR1-selective chemotherapeutics: Primary screen using the parental adenocarcinoma cell KB-3-1; KB-3-1 viability, CellTiter-Glo ATP luminescence, 72 h; Potency, µM (highest dose often 46.1 µM), without a hit: at the top dose activity change, negative = cytotoxic, most hits filed as cytotoxic; actives 1.4% (n = 400,000); note: % is set by controls: 0 for no effect and ±100 for the full control effect; nearly all actives have a fitted effect of over 60% in size
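Cells are dispensed, compounds pinned in, plates held at 37 °C for 72 h, then CellTiter-Glo is added and luminescence read after 10 minutes. Cell line: parental KB-3-1 in phenol-red-free DMEM, 10% FBS.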
HEK293 tox – qHTS of GLP-1 Receptor Inverse Agonists: Cytotox Screen; HEK293 cAMP-luciferase reporter cells, luminescence, 24 h; Potency, µM (highest dose often 38.3 µM), for the others: at the highest dose activity change, negative = inhibition, usual class: inhibitors; actives 0.13% (n = 410,000); AID 624418, 2012;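 note: loss of luciferase light is scored as toxicity; % is set by controls: 0 for no effect and ±100 for the full control effect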
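Here, cytotoxicity is scored as loss of luminescence. The MLSMR collection was tested on cells seeded in medium containing 10% Nu serum, with a 24 hr compound exposure preceded by 12 hours of culture.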
TDP-43 yeast inh – qHTS of TDP-43 Inhibitors | Potency, µM (series often up to 46.1 µM), for inactives: top-dose growth rescue (activation), actives largely listed as activators | AID 652104, 2013 | TDP-43 expressing yeast growth rescue, BacTiter-Glo, 24 h | actives 1.8% (n = 410,000); note: % of control where 0% means no effect; nearly all actives have a fitted effect of over 50% in size
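Growth rescue of TDP-43-toxic yeast measured as ATP luminescence (BacTiter-Glo). Cells grown to mid-log in raffinose, induced in galactose at OD600=0.02, exposed to compound 24 hr at 30 deg C.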
HT1080 IDH1KD tx – qHTS for induction of synthetic lethality in tumor cells producing 2HG: qHTS for the HT-1080-IDH1KD cell line; HT-1080 IDH1 knockdown viability, ATP luminescence, 48 h; Potency, µM (series often up to 46.1 µM), for the others: top-dose activity, negative = toxicity, actives largely listed as cytotoxic; actives 2% (n = 360,000);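 note: 0% = DMSO wells and -100% = cell-free medium wells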
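Assay cells: HT-1080 with IDH1 knockdown, 750 per well, RPMI/5% FBS. Exposure: 48 h at 37 °C following 2 h pre-incubation. Read: CellTiter-Glo luminescence; fitted concentration-response, curve class assigned.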
GLP-1R inv ag – qHTS of GLP-1 Receptor Inverse Agonists (Inhibition Mode); Potency, µM (highest dose often 38.3 µM), for inactives: at the top dose activity change, negative = inhibition, usual class: inhibitors; actives 1.6% (n = 410,000); Glucagon-like peptide 1 receptor (Homo sapiens), P43220; HEK293 GLP-1R CRE-luciferase, luminescence, 24 h; GLP-1R form is constitutively active; note: % is set by controls: 0 for no effect and ±100 for the full control effect; nearly all actives have a fitted effect of over 55% in size
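Constitutively active GLP-1R drives a cAMP-responsive luciferase in stably transfected HEK293 cells; test compounds are added after overnight (12 h) attachment and left 24 hr, and signal loss in luminescence marks inhibition.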
* marks the source's active call; other numbers are inactive results; ? = inconclusive; nt = no result given; [ ] = remark or other dose. Calls come from the whole dose curve; as a rule, active = well fitted curve in the direction sought with a large enough effect; inconclusive = small, poorly fitted or top-dose-only effect, or another doubt; inactive = no such curve, though single readings can be large; an effect the other way counts as inactive or inconclusive. Potency is the fitted concentration of half-maximal effect.

SMILES	GLP-1R agonist	KB-V1 cytotox	SW480 rereplic	HT1080NT lethal	KB-3-1 cytotox	HEK293 tox	TDP-43 yeast inh	HT1080 IDH1KD tx	GLP-1R inv ag
O=C(CN1C(=O)C2C3C=CC(C3)C2C1=O)OCC(=O)c1ccc(Cl)c([N+](=O)[O-])c1 (configuration not stated)	0%	17%	?	3%	17%	-9%	2%	-14%	14%
Cc1cccc(NC(=O)c2cccc(OC(=S)N3CCOCC3)c2)c1	11%	?	0%	-7%	-17%	4%	21%	-15%	-24%
CC(C)(C)CN1CCNC(=O)C1CC(=O)N1CCN(c2ccccc2)CC1 (configuration not stated)	3%	-1%	2%	-2%	-1%	3%	1%	-2%	-1%
CCCNC1=C(C)C(=O)CC1	-15%	5%	2%[9.22 µM]	19%	7%	-16%	0%	20%	8%
Cc1ccc(Nc2nc(N3CCOCC3)nc(N3CCOCC3)n2)cc1	-4%	?	-1%	10%	2%	5%	7%	3%	0%
CCOc1ccc(S(=O)(=O)NCCc2csc(-c3ccc(Cl)cc3)n2)cc1	nt	-3%	nt	nt	3%	-7%	22µM*	nt	?
O=C(c1cc(S(=O)(=O)N2CCCCC2)ccc1Cl)N1CCOCC1	3%	-23%	1%	8%	2%	5%	4%	6%	4%
O=C(CSc1ccc(-c2ccccc2)nn1)NC1CCCCC1	6%	nt	2%	8%	nt	-9%	0%	14%	?
COc1cc2c(cc1OC)-c1cc(Nc3ccc(C(=O)O)cc3)nc(=O)n1CC2	16%	?	-5%	-1%	-5%	-1%	-7%	-10%	84%[activator]
CCNS(=O)(=O)c1ccc(NC(=O)c2cccnc2)cc1	6%	-8%	-1%	0%[9.24 µM]	-16%	11%	-7%	-1%	4%
CCC(C)(C(=O)NC1CCCCC1)N(CC1CCCO1)C(=O)Cc1cccs1 (configuration not stated)	-1%	-24%	4%	9%	4%	-3%	17%	20%	17%
Cc1ccccc1NC(=O)COC(=O)C1C2CC3OC(=O)C1C3C2 (configuration not stated)	11%	0%	-2%	19%	-1%	5%	-19%	14%	6%
CCc1noc(C)c1C(=O)Nc1cc(S(=O)(=O)N2CCOCC2)ccc1N1CCN(CC)CC1	-4%	16%	11%	3%	2%	12%	-6%	1%	18%
COCCNC(=O)COc1ccc(C)cc1C	1%	23%	1%	17%	0%	19%	8%	11%	15%
COc1ccc(N2CCN(C(CNS(C)(=O)=O)c3ccco3)CC2)cc1 (configuration not stated)	9%	1%	-14%	0%	?	7%	2%	0%	-4%
Cc1cc(C)c(C)c(S(=O)(=O)NC(C(=O)NCCc2ccco2)C(C)C)c1C (configuration not stated)	4%	-2%	-6%	-9%	0%	0%	8%	5%	?
CC(C)(C)[C@H]1C=C(C(=O)N2CCN(Cc3ccccc3)CC2)O[C@@H](OCCCCO)C1	13%	-8%	-4%	15%	0%	0%	-5%	1%	-1%
CC1(C(=O)Nc2cnc3ccccc3c2)CCN1CCOc1ccccc1 (configuration not stated)	26%	6%	nt	?	0%	0%	16%	12%	-23%
Cc1ccc(C)c(Cn2nnc3c(=O)[nH]c(C4CCN(S(=O)(=O)c5ccc(S(=O)(=O)NC6CC6)cc5)CC4)nc32)c1	1%	?	22%	?	?	-14%	-23%	?	?
O=C(CNC(=O)N1CC(=O)Nc2ccccc21)NCc1ccc(F)cc1	1%	12%	nt	7%	11%	2%	16%	12%	9%
Cc1ccc2c(=O)cc(C(=O)NC3CCS(=O)(=O)C3)oc2c1C (configuration not stated)	8%	-13%	-14%	-1%	1%	-4%	-18%	-7%	19%
COC(=O)c1ccc(Oc2c(F)c(F)nc(N3CCOCC3)c2F)cc1	20%	-6%	23%	-14%	-8%	1%	?	-9%	?
COc1ccc(CNc2nc(NCc3ccc(OC)c(OC)c3)n(C(=O)c3cccs3)n2)cc1OC	18%	?	11%	?	2%	5%	-7%	?	0%
O=C(CCc1ccc(CCC(=O)c2cccs2)s1)c1cccs1	18%	0%	-2%	2%	-17%	13%	15%	-2%	?
COC(=O)c1[nH]c2cc(OC)ccc2c1NC(=O)CCN1CCN(Cc2ccc3c(c2)OCO3)CC1	-1%	-1%	-2%	2%	1%	-8%	-19%	10%	1%
CCN(CC)C(=O)C(=O)N/N=C/c1ccc(Cl)cc1Cl	4%	-15%	-1%	-8%	6%	4%	-2%	-4%	10%
O=[N+]([O-])c1cc(C=NN2CCCCCC2)ccc1Cl	3%	2%	1%	2%	-23%	6%	?	-4%	?
CCN(C(=O)CCN1C(=O)c2ccccc2C1=O)C1CCCCC1	13%	8%	2%	4%	5%	0%	1%	6%	17%
O=C(COC(=O)C1CC1)NCc1ccc(Cl)cc1Cl	4%	-6%	-3%	-1%	-13%	3%	11%	-1%	12%
Cc1cc[n+](-c2[nH]c(=O)sc2/C=N/N=C(\[O-])CCn2c3ccccc3c3ccccc32)cc1	8%	18%	-3%	-9%	23%	-9%	-3%[1.82 µM]	-13%	16%
COc1ccc(NC(=O)C2CC(=O)N(Cc3ccco3)C2)cc1Cl (configuration not stated)	5%	16%	-4%	5%	-2%	-24%	13%	0%	-1%
Cc1ccc2nc(/N=C(\N)NC(=O)N3c4ccccc4Sc4ccccc43)nc(C)c2c1	-6%	15%	-33%	4%	0%	-12%	25%	-2%	22%
Cn1c(/C(C#N)=C/Nc2ccccn2)nc2ccccc21	8%	?	-10%	10%	28%	90%[activator]	-12%	-1%	3%
C=CCNC(=O)C1=NOC(CNC(=O)c2c(-c3ccccc3Cl)noc2C)C1 (configuration not stated)	0%	24%	-5%	5%	9%	-7%	0%	8%	-1%
CC1(OC(=O)C2CCCC2)C(=O)C=C2C=C(c3ccsc3)N(C3CCCC3)C=C2C1=O (configuration not stated)	1%	-7%	2%	-11%	3%	-15%	?	-1%	?
O=c1[nH]c(/C=C/c2ccccc2[N+](=O)[O-])nc2ccccc12	2%	-18%	-3%	-2%	1%	27%	12%	-6%	10%
COc1ccc(Nc2nc(N)nc(N)c2S(=O)(=O)c2ccccc2)cc1	7%	?	nt	nt	0%	-7%	14%	nt	-5%
CCc1ccccc1NC(=O)CSc1nc2ccccc2n1CC(=O)N1CCCC1	8%	-23%	-6%	-1%	-4%	-12%	17%	7%[9.24 µM]	2%
CC1CN(CCCOc2ccccc2-c2ccccc2)CC(C)O1 (configuration not stated)	-1%	?	5%	-1%	1%	12%	6%	-3%	?
Cc1ccc(/C=N/NC(=O)c2cccnc2)s1	8%	0%	2%	6%	10%	4%	-17%[1.82 µM]	9%	20%

The last three records of the part above open the next one:
SMILES	GLP-1R agonist	KB-V1 cytotox	SW480 rereplic	HT1080NT lethal	KB-3-1 cytotox	HEK293 tox	TDP-43 yeast inh	HT1080 IDH1KD tx	GLP-1R inv ag
CCc1ccccc1NC(=O)CSc1nc2ccccc2n1CC(=O)N1CCCC1	8%	-23%	-6%	-1%	-4%	-12%	17%	7%[9.24 µM]	2%
CC1CN(CCCOc2ccccc2-c2ccccc2)CC(C)O1 (configuration not stated)	-1%	?	5%	-1%	1%	12%	6%	-3%	?
Cc1ccc(/C=N/NC(=O)c2cccnc2)s1	8%	0%	2%	6%	10%	4%	-17%[1.82 µM]	9%	20%
COCCNc1nc(-c2ccccc2F)c2sc(-c3ccccc3)cc2n1	30%	-21%	nt	?	0%	1%	22%	?	?
CCC(=O)Nc1cccc(-c2ccc(N3CCN(C)CC3)nn2)c1	2%	7%	-11%	4%	3%	0%	9%	3%	?
Cc1ccc(C)c(OCCn2c(=O)c3c(ncn3C3CCCC3)n(Cc3ccccc3)c2=O)c1	2%	-4%	-3%	-1%	?	25%	21%	-7%	?
Cc1ccc(-c2nc(CNC(=O)NC3CCCCC3)c(C)o2)cc1	nt	11%	nt	nt	9%	-4%	21%	nt	4%
N#Cc1cc([N+](=O)[O-])cnc1N(CCO)CCO	-8%	-1%	nt	7%	0%	-17%	-12%	1%	6%
CC1=CC(C)(C)Nc2ccc(OC(=O)C(C)N3C(=O)c4ccccc4C3=O)cc21 (configuration not stated)	3%	?	3.7µM*	21µM*	?	13%	?	18µM*	-83%
COc1ccc(CCC(=O)N2CCCc3ccccc32)cc1	13%	?	-1%	-1%	-9%	-2%	30%	-1%	?
CNC(=O)c1c(NC(=O)c2ccco2)sc2c1CCCC2	8%	-18%	-7%	1%	12%	-12%	?	-2%	-17%
Cc1ccc(-n2c(SCC(N)=O)nnc2-c2ccco2)cc1	11%	-8%	-7%	8%	-10%	-17%	9%	8%	27%
Cc1c(CN(C)C)c2c(n1Cc1ccccc1)C(=O)c1ccccc1-2	-5%	?	0%	23µM*	?	?	-2%	16µM*	?
COc1cccc(C(=O)NOCc2ccccc2)c1OC	5%	0%	-31%	18%	17%	-8%	0%	7%	0%
COC(=O)/C=C/c1sc2nc(C)cc(C)c2c1N=CN(C)C	5%	1%	1%	-7%	4%	16%	15%	1%	21%
CCCc1nc(NCc2ccncc2)c2nnn(Cc3ccccc3F)c2n1	12%	?	-7%	?	-3%	-2%	10%	18µM*	-11%
Cc1c(C(=O)NCCSCc2cccc(C(F)(F)F)c2)cnn1-c1ccc(Cl)cc1	15%	-22%	-150%[inhibitor]	-15%	-2%	-4%	?	?	5µM*

Molecules from the list above with a tert-butyl group (2):
SMILES	GLP-1R agonist	KB-V1 cytotox	SW480 rereplic	HT1080NT lethal	KB-3-1 cytotox	HEK293 tox	TDP-43 yeast inh	HT1080 IDH1KD tx	GLP-1R inv ag
CC(C)(C)CN1CCNC(=O)C1CC(=O)N1CCN(c2ccccc2)CC1 (configuration not stated)	3%	-1%	2%	-2%	-1%	3%	1%	-2%	-1%
CC(C)(C)[C@H]1C=C(C(=O)N2CCN(Cc3ccccc3)CC2)O[C@@H](OCCCCO)C1	13%	-8%	-4%	15%	0%	0%	-5%	1%	-1%
